Cardiac RTF inh: cardiac RTF calcium sensitivity inhibitors, primary screen, biochemical, IANBD-TnC fluorescence, EC70 calcium. Troponin I, cardiac muscle (Homo sapiens) + Troponin T, cardiac muscle (Homo sapiens) + …. IANBD-labeled cardiac RTF, Ca2+ fluorescence. inhibition, % at 7.15 µM. actives 0.12% (n = 340,000);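 active means inhibition above the mean inhibition of all tested compounds plus 3 SD, cut at about 17% in these data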;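 further: assay run at fixed EC70 calcium of 1.6 mM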
DAGLB inh: DAGLB lipase inhibitors, primary screen, biochemical, fluorescence, HTS; Diacylglycerol lipase-beta (Homo sapiens), Q8NCG7; HEK293T DAGLB membrane lysate, EnzChek fluorogenic substrate; inhibition, % at 5.17 µM; actives 0.059% (n = 340,000); AID 504411, 2011; in the data active means inhibition above about 34%;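 further: 0% = enzyme with vehicle and 100% = wells lacking enzyme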
PvdQ acylase: P. aeruginosa PvdQ acylase inhibitors, primary screen, biochemical, fluorescence, plate reader and imaging, single point | PvdQ acylase [Pseudomonas aeruginosa LESB58] | actives 0.063% (n = 340,000) | inhibition, % at 10 µM | purified PvdQ acylase | AID 488965, 2010; in the data active means inhibition above about 30%, passing the limit was not always enough;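 further: 0% = vehicle neutral wells and 100% = reference inhibitor wells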
NSD2 inh: NSD2 histone methyltransferase inhibitors, primary screen, biochemical, AlphaScreen, single concentration, set 2 | AID 743445, 2014 | inhibition, % at 12.5 µM | NSD2 peptide methylation, 120 min | actives 0.54% (n = 310,000) | Histone-lysine N-methyltransferase NSD2 (Homo sapiens), O96028; in the data active means inhibition above about 50%
Arrestin-AP2 inh: inhibitors of beta-arrestin/AP2 binding, primary screen, biochemical, GPCR trafficking, flow cytometry; actives 0.31% (n = 340,000); FITC-arrestin peptide / GST-AP2 beads; AP2 beta2 appendage carries R879A mutation; inhibition, % at 10 µM; beta-arrestin 1 C-terminal peptide binding to AP2 beta2-adaptin appendage (human);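 active means inhibition above a set limit, near 3 SD of compounds lacking own fluorescence, cut at about 54% in these data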;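 further: plate controls were DMSO wells for no effect and 5 µM unlabelled arrestin peptide for full effect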
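system = GST-tagged AP2 beta2-adaptin appendage (R879A) on 4 µm glutathione beads | reagent = FITC-labelled arrestin peptide probe, 50 nM final | schedule = compound with beads 12 min RT, then probe 1 h RT | signal = HyperCyt-sampled flow cytometry, FL1 channel, ex 488/em 535 nm | read-out = percent response from loss of bead-bound FITC fluorescence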
PKA-R2B act: activators of PKA-R2B holoenzyme, primary screen, biochemical, fluorescence polarization, Cy5-IP20, human; activation, % at 11.4 µM; PKA-R2B holoenzyme dissociation; R2B truncated from residue 108, S112A mutant; 0% DMSO only, 100% 113 µM cGMP; actives 0.079% (n = 340,000); AID 504700, 2011;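 active means activation above a cutoff set at the mean over all compounds plus 3 SD, cut at about 18% in these data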;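 further: higher means more holoenzyme dissociation and a rise in polarization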
Target sequence (P31323 whole entry, looked up, other chains not shown, the tested form may be a part): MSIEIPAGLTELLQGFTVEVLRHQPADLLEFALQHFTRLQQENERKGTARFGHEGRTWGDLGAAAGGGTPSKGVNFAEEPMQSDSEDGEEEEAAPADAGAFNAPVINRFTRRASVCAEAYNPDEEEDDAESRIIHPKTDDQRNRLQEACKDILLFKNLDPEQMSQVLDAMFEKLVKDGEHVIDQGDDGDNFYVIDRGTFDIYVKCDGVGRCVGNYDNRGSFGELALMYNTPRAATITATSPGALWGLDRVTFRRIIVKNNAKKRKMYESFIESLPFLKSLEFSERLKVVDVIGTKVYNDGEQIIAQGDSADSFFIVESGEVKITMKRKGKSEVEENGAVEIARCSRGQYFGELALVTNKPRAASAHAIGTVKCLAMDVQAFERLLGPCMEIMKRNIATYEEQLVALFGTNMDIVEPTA
SR-BI DiI inh: inhibitors of SR-BI mediated HDL lipid uptake, primary screen, ldlA[mSR-BI] cells, fluorescence, single point; Scavenger receptor class B member 1 (Mus musculus), Q61009; ldlA[mSR-BI] CHO cells, DiI-HDL uptake fluorescence, 3 h; inhibition, % at 12.5 µM; actives 0.96% (n = 320,000);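 active means mean replicate inhibition of at least 70% and a set share of replicates each scoring 70 or more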;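 further: 0% = median of neutral control wells and 100% = median of positive control wells; values of inactives mirror those of a sister screen read the other way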
SR-BI DiI-HDL act: activators of SR-BI mediated DiI-HDL uptake, primary screen, ldlA[mSR-BI] CHO cells, DiI fluorescence. 3 h; 100 = double the neutral-control signal. activation, % at 12.5 µM. actives 0.096% (n = 320,000). AID 504775, 2011;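 active means mean replicate activation of at least 60% and every replicate at or above 60%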;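 further: 0% = median plate neutral-control signal and 100% = twice that signal; values of inactives mirror those of a sister screen read the other way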
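System: LDL receptor-deficient CHO ldlA cells overexpressing murine SR-BI | Timing: 3 h uptake period with compound, 37 °C | Medium: HEPES-buffered (25 mM, pH 7.4) F12 plus 0.5% BSA | Dosing: Single-point compound dose | Signal: Bottom-read fluorescence, 550/595 nm | Read-out: Retained DiI signal reflecting DiI-HDL uptake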
C-LANA FP: inhibitors of KSHV C-LANA binding to DNA, primary screen, biochemical, fluorescence polarization, FAM-LBS DNA, MBP-C-LANA, single point | Kaposi's sarcoma herpesvirus LANA C-terminal domain (residues 932-1162) DNA binding | inhibition, % at 9 µM | actives 0.078% (n = 340,000);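 active means highest replicate inhibition at or above 60% at 9 µM, even if other replicates fall short; inactive means all replicates below 60% inhibition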;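 further: 0% = neutral control wells and 100% = 4 µM acridine orange control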
Keap1-Nrf2 PPI: Keap1-Nrf2 protein-protein interaction inhibitors, primary screen, biochemical, fluorescence polarization, single point; Kelch-like ECH-associated protein 1 (Homo sapiens), Q14145; actives 0.15% (n = 340,000); inhibition, % at 9.4 µM; Keap1 Kelch-Nrf2 peptide fluorescence polarization, 1536-well; in the data active means inhibition above about 12%;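 further: human Keap1 Kelch domain with fluorescein labeled Nrf2 9mer peptide probe; 0% = neutral control wells and 100% = peptide positive control; higher means more block of Keap1 binding to Nrf2 peptide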
Target sequence (Q14145 whole entry, looked up, the tested form may be a part): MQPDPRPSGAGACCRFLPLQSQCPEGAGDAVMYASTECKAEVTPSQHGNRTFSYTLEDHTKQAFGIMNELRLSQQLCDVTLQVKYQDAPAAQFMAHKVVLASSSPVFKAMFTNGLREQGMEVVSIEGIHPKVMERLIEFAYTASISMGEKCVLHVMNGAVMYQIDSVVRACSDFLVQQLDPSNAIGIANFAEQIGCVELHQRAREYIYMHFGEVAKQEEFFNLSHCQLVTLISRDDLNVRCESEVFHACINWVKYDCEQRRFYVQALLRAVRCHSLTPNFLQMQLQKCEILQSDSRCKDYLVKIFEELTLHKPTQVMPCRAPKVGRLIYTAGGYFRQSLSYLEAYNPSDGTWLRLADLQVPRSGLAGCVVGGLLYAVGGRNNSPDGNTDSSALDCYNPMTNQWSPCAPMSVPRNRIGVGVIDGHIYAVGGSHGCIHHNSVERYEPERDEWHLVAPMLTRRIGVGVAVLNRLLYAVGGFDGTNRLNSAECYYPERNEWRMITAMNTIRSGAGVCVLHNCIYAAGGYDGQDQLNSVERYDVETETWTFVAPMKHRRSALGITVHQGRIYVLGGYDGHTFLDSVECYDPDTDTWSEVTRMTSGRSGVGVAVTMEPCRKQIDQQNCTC
Active calls of the source: *.

`Cc1ccccc1OCCn1ccnc1` gave Cardiac RTF inh -1, DAGLB inh 0, PvdQ acylase -8, NSD2 inh -1, Arrestin-AP2 inh -3, PKA-R2B act -10, SR-BI DiI inh 7, SR-BI DiI-HDL act -7, C-LANA FP 1.2 and Keap1-Nrf2 PPI -2.
Screening O=C(COC(=O)C1CCN(c2ccc(C(F)(F)F)cn2)CC1)Nc1ccc(Cl)cc1 returned Cardiac RTF inh 2, DAGLB inh -5, PvdQ acylase 7, NSD2 inh -3, Arrestin-AP2 inh 26, PKA-R2B act 0, SR-BI DiI inh -27, SR-BI DiI-HDL act 27, C-LANA FP 0.2 and Keap1-Nrf2 PPI 0.
`CC(=O)Nc1cc2c(cc1C(=O)c1ccc(C)cc1)OCCO2` gave Cardiac RTF inh -8, DAGLB inh -2, PvdQ acylase -7, NSD2 inh 2, Arrestin-AP2 inh 3, PKA-R2B act -9, SR-BI DiI inh 6, SR-BI DiI-HDL act -6, C-LANA FP -0.7 and Keap1-Nrf2 PPI -2.
For CC(=O)N/N=C(\C)c1ccc2c(c1)OCCO2 the results were Cardiac RTF inh 6, DAGLB inh 0, PvdQ acylase -10, Arrestin-AP2 inh -4, PKA-R2B act 13, SR-BI DiI inh -21, SR-BI DiI-HDL act 21, C-LANA FP 0.7 and Keap1-Nrf2 PPI -5.
COc1ccc(C(=O)Nc2ccc(S(=O)(=O)N3CCc4ccccc43)cc2)cc1 was read as Cardiac RTF inh 1, DAGLB inh 0, PvdQ acylase 5, NSD2 inh 3, Arrestin-AP2 inh 13, PKA-R2B act 0, SR-BI DiI inh 47, SR-BI DiI-HDL act -47, C-LANA FP 1.1 and Keap1-Nrf2 PPI -2.
For CC(=O)c1cccc(NC(=O)c2cc(-c3cccs3)on2)c1 the results were Cardiac RTF inh 0, DAGLB inh 1, PvdQ acylase -26, NSD2 inh 0, Arrestin-AP2 inh -6, PKA-R2B act -2, SR-BI DiI inh 34, SR-BI DiI-HDL act -34, C-LANA FP -1.0 and Keap1-Nrf2 PPI -7.
`CC(=O)c1sc(NC(=O)COc2ccccc2)nc1C` gave Cardiac RTF inh -3, DAGLB inh -2, PvdQ acylase -2, NSD2 inh 3, Arrestin-AP2 inh -4, PKA-R2B act -4, SR-BI DiI inh 19, SR-BI DiI-HDL act -19, C-LANA FP 0.3 and Keap1-Nrf2 PPI -1.
Cc1ccc(S(=O)(=O)NCC(=O)N(CC(=O)NCC2CCCO2)Cc2ccccc2)cc1 (configuration not stated) was read as Cardiac RTF inh -5, DAGLB inh -1, PvdQ acylase -8, NSD2 inh 0, Arrestin-AP2 inh 4, PKA-R2B act 2, SR-BI DiI inh -14, SR-BI DiI-HDL act 14, C-LANA FP -2.4 and Keap1-Nrf2 PPI 0.
`COc1ccc(S(=O)(=O)N2CCCCC2)cc1NC(=O)c1cccnc1SC` gave Cardiac RTF inh -10, DAGLB inh 0, PvdQ acylase 6, NSD2 inh -6, Arrestin-AP2 inh 27, PKA-R2B act -1, SR-BI DiI inh -15, SR-BI DiI-HDL act 15, C-LANA FP -6.2 and Keap1-Nrf2 PPI 0.
Screening CCCc1cc2c(-c3ccccc3)cc(=O)oc2cc1OCc1ccc(C(=O)O)o1 returned Cardiac RTF inh -1, DAGLB inh 8, PvdQ acylase 1, NSD2 inh 13, Arrestin-AP2 inh 34, PKA-R2B act -6, SR-BI DiI inh -19, SR-BI DiI-HDL act 19, C-LANA FP 1.2 and Keap1-Nrf2 PPI -1.
Screening O=C1CC(c2ccccc2)Oc2ccccc21 (configuration not stated) returned Cardiac RTF inh -12, DAGLB inh -9, PvdQ acylase 0, Arrestin-AP2 inh 12, PKA-R2B act 7, SR-BI DiI inh -1, SR-BI DiI-HDL act 1, C-LANA FP 1.3 and Keap1-Nrf2 PPI 3.
For CCOC(=O)C1=C(N)N(c2cc(S(=O)(=O)N3CCOCC3)ccc2Cl)C(=O)C1 the results were Cardiac RTF inh 0, DAGLB inh 0, PvdQ acylase 8, NSD2 inh 0, Arrestin-AP2 inh 32, PKA-R2B act -4, SR-BI DiI inh -19, SR-BI DiI-HDL act 19, C-LANA FP 1.5 and Keap1-Nrf2 PPI -2.
Cc1cc(-c2nnco2)c(C)n1-c1ccc(F)cc1 was read as Cardiac RTF inh -2, DAGLB inh 0, PvdQ acylase 6, NSD2 inh 5, Arrestin-AP2 inh 14, PKA-R2B act -2, SR-BI DiI inh 14, SR-BI DiI-HDL act -14, C-LANA FP -0.1 and Keap1-Nrf2 PPI 2.
Screening CC=Cc1cc(OC)c2c(c1)C(C)C(c1ccc(O)c(OC)c1)O2 (configuration not stated) returned Cardiac RTF inh 3, DAGLB inh -1, PvdQ acylase -1, NSD2 inh 4, Arrestin-AP2 inh 29, PKA-R2B act -9, SR-BI DiI inh 25, SR-BI DiI-HDL act -25, C-LANA FP 0.1 and Keap1-Nrf2 PPI 1.
Screening CN1CCN(C2=CC(=O)OC23CCCCC3)CC1 returned Cardiac RTF inh -20, DAGLB inh 2, PvdQ acylase 1, NSD2 inh -1, Arrestin-AP2 inh 19, PKA-R2B act 6, C-LANA FP 1.6 and Keap1-Nrf2 PPI -1.
O=C(NCCCN1CCN(c2ccccc2F)CC1)C1CCC(=O)N1C1CCCC1 (configuration not stated) was read as Cardiac RTF inh -3, DAGLB inh 2, PvdQ acylase -27, Arrestin-AP2 inh 0, PKA-R2B act -8, SR-BI DiI inh -3, SR-BI DiI-HDL act 3, C-LANA FP -2.7 and Keap1-Nrf2 PPI -2.
CCOC(=O)c1cc(-c2ccccc2)nc2nc(N3CCCCC3)sc12 was read as Cardiac RTF inh -5, DAGLB inh -3, PvdQ acylase -13, NSD2 inh -1, Arrestin-AP2 inh 13, PKA-R2B act 4, SR-BI DiI inh 28, SR-BI DiI-HDL act -28, C-LANA FP 0.2 and Keap1-Nrf2 PPI 1.
Cc1c(NC(=O)C(C)OC(=O)CC2CC3CCC2C3)c(=O)n(-c2ccccc2)n1C (configuration not stated) was read as Cardiac RTF inh -15, DAGLB inh 0, PvdQ acylase -7, NSD2 inh -1, Arrestin-AP2 inh -38, PKA-R2B act -4, SR-BI DiI inh -18, SR-BI DiI-HDL act 18, C-LANA FP 1.3 and Keap1-Nrf2 PPI 0.
`CC1(C)Cc2c(c(=S)nc(-c3ccccc3)n2CCO)CO1` gave Cardiac RTF inh -6, DAGLB inh 1, PvdQ acylase 9, NSD2 inh -1, Arrestin-AP2 inh 5, PKA-R2B act -2, SR-BI DiI inh -5, SR-BI DiI-HDL act 5, C-LANA FP 1.3 and Keap1-Nrf2 PPI -1.
`Cc1sc(NC(=O)CCCC(=O)O)c(C(N)=O)c1-c1ccccc1` gave Cardiac RTF inh -6, DAGLB inh 0, PvdQ acylase -16, Arrestin-AP2 inh -6, PKA-R2B act 2, SR-BI DiI inh -6, SR-BI DiI-HDL act 6, C-LANA FP 1.2 and Keap1-Nrf2 PPI 0.
Screening O=C(CCn1cnc2ccccc2c1=O)Nc1ccc(S(=O)(=O)N2CCCCC2)cc1 returned Cardiac RTF inh -3, DAGLB inh -1, PvdQ acylase -1, NSD2 inh -3, Arrestin-AP2 inh 18, PKA-R2B act -5, SR-BI DiI inh 18, SR-BI DiI-HDL act -18, C-LANA FP -0.2 and Keap1-Nrf2 PPI -4.
O=C(CSc1oc(-c2ccccc2)nc1S(=O)(=O)c1ccc(F)cc1)NCC1CCCO1 (configuration not stated) was read as Cardiac RTF inh -10, DAGLB inh -1, PvdQ acylase -6, Arrestin-AP2 inh 11, PKA-R2B act -3, SR-BI DiI inh 14, SR-BI DiI-HDL act -14, C-LANA FP 0.4 and Keap1-Nrf2 PPI -4.
For COc1cc(C(=S)N2CCOCC2)cc(OC)c1OS(=O)(=O)c1ccc(C)cc1 the results were Cardiac RTF inh -7, DAGLB inh -3, PvdQ acylase -10, NSD2 inh -1, Arrestin-AP2 inh -1, PKA-R2B act -4, SR-BI DiI inh -11, SR-BI DiI-HDL act 11, C-LANA FP 6.4 and Keap1-Nrf2 PPI 0.
For Cc1cc(C)cc(NC(=O)N2CCC(NC(=O)c3ccccc3C)CC2)c1 the results were Cardiac RTF inh 2, DAGLB inh -1, PvdQ acylase -7, NSD2 inh -6, Arrestin-AP2 inh 8, PKA-R2B act -10, SR-BI DiI inh 11, SR-BI DiI-HDL act -11, C-LANA FP 0.0 and Keap1-Nrf2 PPI -3.
`CNC(=S)N/N=C/c1cc(Br)c(OCc2ccncc2)c(OC)c1` gave Cardiac RTF inh -3, DAGLB inh 1, PvdQ acylase -14, NSD2 inh 1, Arrestin-AP2 inh -1, PKA-R2B act 1, SR-BI DiI inh 43, SR-BI DiI-HDL act -43, C-LANA FP 1.1 and Keap1-Nrf2 PPI -4.
Screening Cc1cccc(/C=N/NC(=O)c2cc(-c3cccnc3)nc3c2c(C)nn3-c2ccccc2)c1 returned Cardiac RTF inh -5, DAGLB inh -1, PvdQ acylase 18, NSD2 inh 1, Arrestin-AP2 inh 1, PKA-R2B act 8, SR-BI DiI inh 64, SR-BI DiI-HDL act -64, C-LANA FP -1.0 and Keap1-Nrf2 PPI 1.
`Cc1n[nH]c(C)c1S(=O)(=O)N1CCCCCC1` gave Cardiac RTF inh -9, DAGLB inh 1, PvdQ acylase -22, NSD2 inh -2, Arrestin-AP2 inh 1, PKA-R2B act 2, SR-BI DiI inh -28, SR-BI DiI-HDL act 28, C-LANA FP 1.0 and Keap1-Nrf2 PPI -6.
For O=c1[nH]c(/C=C\c2cccc(C(F)(F)F)c2)nc(O)c1[N+](=O)[O-] the results were Cardiac RTF inh 7, DAGLB inh 13, PvdQ acylase 10, NSD2 inh 30, Arrestin-AP2 inh 32, PKA-R2B act -5, SR-BI DiI inh -9, SR-BI DiI-HDL act 9, C-LANA FP 0.6 and Keap1-Nrf2 PPI 0.
